KOR beta-arrestin-1: KOR antagonists, beta-arrestin recruitment, cell-based, luminescence, uHTS (AID 1778) | actives 0.091% (n = 290,000) | KOR beta-arrestin recruitment, luminescence, antagonist mode; higher % means a stronger effect | inhibition, % at 10 µM, or IC50 in µM where a hit was titrated; further: strong numbers were not always called active
GPR55 antagonists: GPR55 antagonists blocking LPI-driven arrestin recruitment, primary screen, imaging, U2OS, beta-arrestin-GFP, LPI agonist (AID 2013); U2OS GPR55 beta-arrestin-GFP translocation imaging, LPI antagonism; higher % means a stronger effect; one-dose inhibition, % at 10 µM; IC50 in µM for titrated hits; actives 0.13% (n = 290,000);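 active means spots per cell inhibited over 60%, with over 100 cells counted and total cytoplasm intensity under 500,000; inconclusive means wells with under 100 cells, flagged as likely toxic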;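 further: U2OS cells stably carrying GPR55 and arrestin-GFP stimulated by 5 µM LPI near EC80; imaged beta-arrestin-GFP aggregate spots per cell after agonist stimulation; plate controls were LPI-stimulated DMSO wells for no effect and DMSO wells without LPI for full effect; some results filed as inactive read as strong as hits; confirmed hits need IC50 under 10 µM and bright autofluorescent wells are also inconclusive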
MgcRacGAP inhibition: MgcRacGAP GTPase-activating activity inhibitors, confirmation, biochemical, ADP Hunter fluorescence. MgcRacGAP-stimulated Rac1 GTP hydrolysis, ADP Hunter fluorescence; higher % means a stronger effect; GST-tagged Rac1 F28L mutant substrate. inhibition, % at 30 µM, or IC50 in µM where a hit was titrated. actives 0.6% (n = 340,000);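 active means first-screen hits whose inhibition reached a set limit at any dose in the follow-up dose series; inconclusive means inhibition above the set first-screen limit but never retested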;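 further: fluorescence reports GDP produced by GAP-driven GTP hydrolysis; strong numbers were not always called active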
SV40 large T antigen: TAg ATPase/helicase activity blockers – biochemical (AID 1903); SV40 large T antigen ATPase/helicase inhibition assay; higher % means a stronger effect; inhibition, % at 20 µM; hits with a dose series show IC50 in µM; actives 0.39% (n = 310,000); in the data active means a potency from the dose series; inconclusive means inhibition mostly from about 32% at the one dose, without a potency; inactive means the rest, 99 in 100 with inhibition below about 32%; further: strong numbers were not always called active
GPR55 activation: selective activators of receptor GPR55 – imaging, U2OS cells, beta-arrestin-GFP redistribution, primary screen (AID 1961); U2OS GPR55 beta-arrestin-GFP redistribution imaging; higher % means a stronger effect; activation, % at 10 µM, or EC50 in µM where a hit was titrated; actives 0.048% (n = 290,000);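 active means activation above 40% with more than 50 cells counted in the well; inconclusive means wells holding fewer than 50 cells, flagged as toxic or sparse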;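 further: U2OS osteosarcoma cells stably expressing GPR55 and beta-arrestin-GFP; plate controls were DMSO negative control for no effect and LPI positive control for full effect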
HIV fusion peptide: cell-free HIV fusion peptide-binding blockers – biochemical, uHTS, fluorescence dequenching, primary screen (AID 1986); cell-free peptide binding, fluorescence dequenching, 30 min; higher % means a stronger effect; inhibition, % at 20 µM, or IC50 in µM where a hit was titrated; actives 0.3% (n = 290,000); in the data active means inhibition mostly above about 52%, no sharp cut-off; inactive means mostly below about 76%; further: some results filed as inactive read as strong as hits
NOD2 inhibition: inhibition of NOD2-driven NF-kB reporter – cell-based, luminescence, uHTS, HEK293 (AID 1566); inhibition, % at 4 µM, or EC50 in µM where a hit was titrated; actives 0.63% (n = 290,000); HEK293 NOD2/NF-kB luciferase reporter, luminescence; higher % means a stronger effect; further: many of its hits are not listed in these tables
KOR beta-arrestin-2: KOR agonists, beta-arrestin recruitment, primary screen, cell-based, luminescence, uHTS (AID 1777) | KOR beta-arrestin recruitment, luminescence; higher % means a stronger effect | activation, % at 10 µM; hits with a dose series show EC50 in µM | actives 0.02% (n = 280,000); in the data active means activation above about 50%, passing the limit was not always enough; further: a part of the inactive calls stands beside numbers as strong as those of hits
NOD1 NF-kB reporter: inhibition of NOD1-driven NF-kB reporter – cell-based, luminescence, uHTS, primary screen (AID 1578). NOD1-driven NF-kB luciferase reporter cells, luminescence; higher % means a stronger effect. inhibition, % at 4 µM; hits with a dose series show EC50 in µM. actives 1% (n = 290,000); in the data active means inhibition mostly above about 36%, no sharp cut-off; inactive means mostly below about 34%;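 further: HEK-293T reporter cells stimulated with the NOD1 agonist gamma-tri-DAP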
Starred values were filed as active, the others as inactive. Unless noted, no stated cut-off is given here; in the data, active means inhibition above about 50%; inactive means the rest. These rows are one share of the data, so the mix of outcomes need not match the whole.

What do the screens show for `COc1ccc(-c2nc(N)sc2C2(O)C(=O)Nc3c(Br)cc(F)cc32)cc1OC` (stereo not drawn)?
KOR beta-arrestin-1: 21%; GPR55 antagonists: 20%; MgcRacGAP inhibition: 2%; SV40 large T antigen: 3%; GPR55 activation: 0.1%; HIV fusion peptide: -1.4%; NOD2 inhibition: 1%; KOR beta-arrestin-2: -7.4%; NOD1 NF-kB reporter: 2%

What do the screens show for `CN(C(=O)CCNC(=O)Cn1ccc2ccccc2c1=O)c1ccc(Br)cc1`?
KOR beta-arrestin-1: -13%; GPR55 antagonists: 8%; MgcRacGAP inhibition: 7%; SV40 large T antigen: 11%; GPR55 activation: -0.1%; HIV fusion peptide: 0.1%; NOD2 inhibition: -7%; KOR beta-arrestin-2: 2.4%; NOD1 NF-kB reporter: -25%

Results for CC(=O)N1CC[n+]2c(-c3ccc(Cl)cc3Cl)csc21 ?
KOR beta-arrestin-1: -32%; GPR55 antagonists: -2%; MgcRacGAP inhibition: 18%; SV40 large T antigen: inconclusive; GPR55 activation: 0.1%; HIV fusion peptide: -0.2%; NOD2 inhibition: 13%; KOR beta-arrestin-2: 1.9%; NOD1 NF-kB reporter: -33%

How did CC(=O)NC(C(=O)NCC(N)=O)C(C)C (stereo not drawn) do in these assays?
KOR beta-arrestin-1: -19%; GPR55 antagonists: 13%; MgcRacGAP inhibition: -8%; SV40 large T antigen: 1%; GPR55 activation: 0.2%; HIV fusion peptide: 0.8%; NOD2 inhibition: 8%; KOR beta-arrestin-2: -2.7%; NOD1 NF-kB reporter: -6%

What do the screens show for `O=S(=O)(c1cccc(F)c1)N1CCC(CO)(Cc2cccc(F)c2)CC1`?
KOR beta-arrestin-1: -5%; GPR55 antagonists: 3%; MgcRacGAP inhibition: 8%; SV40 large T antigen: -4%; GPR55 activation: 0.2%; HIV fusion peptide: 2.6%; NOD2 inhibition: 11%; KOR beta-arrestin-2: 1.2%; NOD1 NF-kB reporter: -22%

How did c1ccc(-c2csc3ncnc(NCCN4CCOCC4)c23)cc1 do in these assays?
KOR beta-arrestin-1: 5%; GPR55 antagonists: 1%; MgcRacGAP inhibition: 9%; SV40 large T antigen: 5%; GPR55 activation: 0.2%; HIV fusion peptide: -0.9%; NOD2 inhibition: 21%; KOR beta-arrestin-2: -2.5%; NOD1 NF-kB reporter: 20%

Results for O=C(Cn1nnc(-c2ccccc2)n1)NNC(=O)c1ccccc1 ?
KOR beta-arrestin-1: 6%; GPR55 antagonists: 2%; MgcRacGAP inhibition: 9%; SV40 large T antigen: 5%; GPR55 activation: -0.2%; HIV fusion peptide: -1.2%; NOD2 inhibition: 11%; KOR beta-arrestin-2: -0.1%; NOD1 NF-kB reporter: -14%

Results for CCCn1nnnc1SCC(=O)Nc1sc(C)c(C)c1C#N ?
KOR beta-arrestin-1: 16%; GPR55 antagonists: -1%; SV40 large T antigen: 11%; GPR55 activation: 0.0%; HIV fusion peptide: 0.3%; NOD2 inhibition: 26%; KOR beta-arrestin-2: -1.4%; NOD1 NF-kB reporter: 3%

How did CC(Oc1cc2oc(=O)c3c(c2cc1Cl)CCC3)C(=O)NC1CC(C)(C)NC(C)(C)C1 (stereo not drawn) do in these assays?
KOR beta-arrestin-1: -22%; GPR55 antagonists: 7%; MgcRacGAP inhibition: 13%; SV40 large T antigen: 7%; GPR55 activation: -0.1%; HIV fusion peptide: 1.4%; NOD2 inhibition: 1%; KOR beta-arrestin-2: -4.0%; NOD1 NF-kB reporter: -20%

What do the screens show for `CCOC(=O)N1CCC(N2C(=O)c3ccccc3C2Nc2cc(C(=O)OC)cc(C(=O)OC)c2)CC1` (stereo not drawn)?
KOR beta-arrestin-1: -2%; GPR55 antagonists: 7%; MgcRacGAP inhibition: 16%; SV40 large T antigen: 10%; GPR55 activation: -0.1%; HIV fusion peptide: -3.1%; NOD2 inhibition: 2%; KOR beta-arrestin-2: -3.4%; NOD1 NF-kB reporter: -11%

What do the screens show for `Cc1nnc(C)c2c(C)n(-c3ccc(Br)cc3)c(C)c12`?
KOR beta-arrestin-1: 20%; GPR55 antagonists: 4%; SV40 large T antigen: 3%; GPR55 activation: -0.1%; HIV fusion peptide: 3.0%; NOD2 inhibition: -1%; KOR beta-arrestin-2: -4.5%; NOD1 NF-kB reporter: -36%

Results for COc1ccc(OC)c(NC(=O)Cc2c(C(=O)O)n(C)c3ccccc23)c1 ?
KOR beta-arrestin-1: 44%; GPR55 antagonists: 10%; MgcRacGAP inhibition: 4%; SV40 large T antigen: 3%; GPR55 activation: -0.2%; HIV fusion peptide: 3.1%; NOD2 inhibition: -4%; KOR beta-arrestin-2: -2.7%; NOD1 NF-kB reporter: -25%

Retrieved one by one from the entries so far (two):
How did c1ccc(-c2csc3ncnc(NCCN4CCOCC4)c23)cc1 do in these assays?
KOR beta-arrestin-1: 5%; GPR55 antagonists: 1%; MgcRacGAP inhibition: 9%; SV40 large T antigen: 5%; GPR55 activation: 0.2%; HIV fusion peptide: -0.9%; NOD2 inhibition: 21%; KOR beta-arrestin-2: -2.5%; NOD1 NF-kB reporter: 20%

What do the screens show for `COc1ccc(-c2nc(N)sc2C2(O)C(=O)Nc3c(Br)cc(F)cc32)cc1OC` (stereo not drawn)?
KOR beta-arrestin-1: 21%; GPR55 antagonists: 20%; MgcRacGAP inhibition: 2%; SV40 large T antigen: 3%; GPR55 activation: 0.1%; HIV fusion peptide: -1.4%; NOD2 inhibition: 1%; KOR beta-arrestin-2: -7.4%; NOD1 NF-kB reporter: 2%

The listing continues:
What do the screens show for `CN(c1ccccc1)S(=O)(=O)c1cccc(NC(=O)COC(=O)C2CCCCC2)c1`?
KOR beta-arrestin-1: -9%; GPR55 antagonists: 3%; MgcRacGAP inhibition: 14%; SV40 large T antigen: -5%; GPR55 activation: -0.1%; HIV fusion peptide: 1.0%; NOD2 inhibition: 4%; KOR beta-arrestin-2: 5.7%; NOD1 NF-kB reporter: -9%

What do the screens show for `C#CCSc1nnc(CSc2nc3ccccc3s2)n1-c1ccccc1`?
KOR beta-arrestin-1: 9%; GPR55 antagonists: 2%; MgcRacGAP inhibition: 8%; SV40 large T antigen: 19%; GPR55 activation: 0.0%; HIV fusion peptide: -1.0%; NOD2 inhibition: 15%; KOR beta-arrestin-2: -3.5%; NOD1 NF-kB reporter: 22%

Results for CCCCOP(=O)(OCCCC)C(O)c1ccc(N(C)C)cc1 (stereo not drawn) ?
KOR beta-arrestin-1: 2%; GPR55 antagonists: -11%; MgcRacGAP inhibition: 4%; SV40 large T antigen: 16%; GPR55 activation: 0.0%; HIV fusion peptide: -0.3%; NOD2 inhibition: -22%; KOR beta-arrestin-2: 3.1%; NOD1 NF-kB reporter: -11%

How did Brc1ccc(-c2ccc(/C=N/Nc3nncc(-c4ccccc4)n3)o2)cc1 do in these assays?
KOR beta-arrestin-1: -8%; GPR55 antagonists: 8%; MgcRacGAP inhibition: 5%; SV40 large T antigen: 4%; GPR55 activation: -0.1%; HIV fusion peptide: -3.4%; NOD2 inhibition: 8%; KOR beta-arrestin-2: -0.8%; NOD1 NF-kB reporter: -106%

Results for COc1ccc(C2=NN(C(N)=S)C(c3ccco3)C2)cc1 (stereo not drawn) ?
KOR beta-arrestin-1: 30%; GPR55 antagonists: 3%; MgcRacGAP inhibition: 9%; SV40 large T antigen: 9%; GPR55 activation: 0.5%; HIV fusion peptide: 10%; NOD2 inhibition: 1%; KOR beta-arrestin-2: -7.8%; NOD1 NF-kB reporter: -30%

Results for CC1CCN(C(=O)c2ccc(NC(=O)c3ccccc3)cc2)CC1 ?
KOR beta-arrestin-1: 33%; GPR55 antagonists: 11%; MgcRacGAP inhibition: 3%; SV40 large T antigen: 24%; GPR55 activation: -0.2%; HIV fusion peptide: -0.6%; NOD2 inhibition: 7%; KOR beta-arrestin-2: 1.1%; NOD1 NF-kB reporter: -4%

Results for O=C(O)c1cc(/C=N\O)ccc1OCc1ccccc1 ?
KOR beta-arrestin-1: -21%; GPR55 antagonists: 2%; MgcRacGAP inhibition: 7%; SV40 large T antigen: 8%; GPR55 activation: -0.2%; HIV fusion peptide: -0.6%; NOD2 inhibition: -14%; KOR beta-arrestin-2: -3.1%; NOD1 NF-kB reporter: -2%

What do the screens show for `O=C(CCCCl)Nc1nc(-c2ccc3c(c2)OCCO3)cs1`?
KOR beta-arrestin-1: -38%; GPR55 antagonists: 7%; MgcRacGAP inhibition: 5%; SV40 large T antigen: 6%; GPR55 activation: 0.2%; HIV fusion peptide: 0.2%; NOD2 inhibition: -87%; KOR beta-arrestin-2: -0.5%; NOD1 NF-kB reporter: -65%

Results for Cc1ccccc1Cn1c2ccccc2c2cnn(CC(=O)NCc3ccco3)c(=O)c21 ?
KOR beta-arrestin-1: -5%; GPR55 antagonists: 9%; MgcRacGAP inhibition: -1%; SV40 large T antigen: 13%; GPR55 activation: -0.1%; HIV fusion peptide: 3.3%; NOD2 inhibition: 12%; KOR beta-arrestin-2: 2.4%; NOD1 NF-kB reporter: 0%

What do the screens show for `CCCCSc1nc(O)cc(=O)n1CC`?
KOR beta-arrestin-1: 2%; GPR55 antagonists: 21%; MgcRacGAP inhibition: -11%; SV40 large T antigen: 37%; GPR55 activation: 0.9%; HIV fusion peptide: 5.3%; NOD2 inhibition: -11%; KOR beta-arrestin-2: -2.6%; NOD1 NF-kB reporter: -17%

What do the screens show for `O=C(c1cc(C(=O)N2CCOCC2)c2nc3ccccc3n2c1)c1cc(Cl)cc(Cl)c1O`?
KOR beta-arrestin-1: 19%; GPR55 antagonists: 2%; MgcRacGAP inhibition: 13%; SV40 large T antigen: 9%; GPR55 activation: -0.1%; HIV fusion peptide: 0.4%; NOD2 inhibition: -2%; KOR beta-arrestin-2: -4.0%; NOD1 NF-kB reporter: 6%

How did Cc1ccc(NC(=O)COC(=O)/C=C/c2ccco2)cc1S(=O)(=O)N(C)C do in these assays?
KOR beta-arrestin-1: 20%; GPR55 antagonists: 4%; MgcRacGAP inhibition: 3%; SV40 large T antigen: 1%; GPR55 activation: 0.5%; HIV fusion peptide: 29%; NOD2 inhibition: -6%; KOR beta-arrestin-2: -2.4%; NOD1 NF-kB reporter: -30%

How did O=C(Nc1cccc(F)c1)C1CCCN(c2cnccn2)C1 (stereo not drawn) do in these assays?
KOR beta-arrestin-1: -24%; GPR55 antagonists: 4%; MgcRacGAP inhibition: 3%; SV40 large T antigen: 6%; GPR55 activation: -0.1%; HIV fusion peptide: 1.0%; NOD2 inhibition: 3%; KOR beta-arrestin-2: 0.1%; NOD1 NF-kB reporter: 2%

How did O=C(NC1CC1)C1CCCN(C(=O)NC2CCCCC2)C1 (stereo not drawn) do in these assays?
KOR beta-arrestin-1: -5%; GPR55 antagonists: 4%; MgcRacGAP inhibition: 7%; SV40 large T antigen: 3%; GPR55 activation: -0.3%; HIV fusion peptide: 0.1%; NOD2 inhibition: 7%; KOR beta-arrestin-2: 1.2%; NOD1 NF-kB reporter: -3%

Screens (PubChem BioAssay)
